High-throughput results (PubChem)
KCNQ2 block – KCNQ2 potassium channel inhibitors, primary screen, cell-based, CHO-K1, FluxOR thallium flux, B-score (AID 2156). actives 1.1% (n = 310,000). B-score at 10 µM. 20 min; stronger effect = lower value;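 active means fluorescence ratio B-score at most minus 3 library SDs, with starting brightness B-score within 2 library SDs, cut at about -5.5 in these data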
Kir21 block – inhibitors of mouse Kir2.1 inward-rectifier potassium channel | actives 0.85% (n = 310,000) | HEK293-Kir2.1, FluxOR thallium flux fluorescence; stronger effect = lower value | Inward rectifier potassium channel 2 (Mus musculus), P35561 | AID 1672, 2009 | B-score at 10 µM;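 active means fluorescence ratio B-score at or below minus 3 SD of library scores, with starting-brightness B-score within 2 SD, cut at about -4.2 in these data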;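 further: channel flux triggered by added potassium and thallium sulfate stimulus; B-score of peak minus minimum fluorescence over baseline after thallium stimulus; more negative B-score means stronger Kir2.1 block with less thallium influx; some compounds called inactive have numbers as strong as hits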
Target sequence (P35561 whole entry, looked up): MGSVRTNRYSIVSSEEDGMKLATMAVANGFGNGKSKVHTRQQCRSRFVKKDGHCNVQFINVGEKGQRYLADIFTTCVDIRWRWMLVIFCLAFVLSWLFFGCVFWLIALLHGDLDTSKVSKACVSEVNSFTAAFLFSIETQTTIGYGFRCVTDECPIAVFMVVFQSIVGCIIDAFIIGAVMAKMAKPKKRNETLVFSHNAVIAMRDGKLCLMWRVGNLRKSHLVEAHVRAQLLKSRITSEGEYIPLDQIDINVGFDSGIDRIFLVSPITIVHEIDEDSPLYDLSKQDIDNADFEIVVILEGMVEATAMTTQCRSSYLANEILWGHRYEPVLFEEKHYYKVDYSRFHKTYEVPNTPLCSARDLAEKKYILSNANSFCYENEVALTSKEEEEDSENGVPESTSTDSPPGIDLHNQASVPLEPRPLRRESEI
Numbers without * were called inactive; i = inactive. No enrichment for hits; about 1.8% have a hit in one of these screens.

KCNQ2 block	Kir21 block	canonical_smiles
i	0.49	O=C(COC(=O)/C=C/c1cccc([N+](=O)[O-])c1)NCc1ccc2c(c1)OCO2
i	2.29	CC(=O)Nc1nc(C)c(Oc2ccc(C)cc2)c(=O)[nH]1
i	1.67	Cc1cccc(-n2cc(-c3ccc([N+](=O)[O-])cc3)[nH]c2=S)c1
i	1	CC(=O)Oc1cc2oc(=O)c3c(c2cc1Cl)CCC3
-10.5*	-3.63	O=C(CN1CCCc2ccccc21)NCCc1ccc(Cl)cc1
i	0.69	CC(=O)N[C@H](Cc1c[nH]c2ccccc12)C(=O)O
i	0.83	CC(=O)C1=C(O)C(=O)N(c2cccc(Br)c2)C1c1ccccc1Cl (stereo unspecified)
i	1.28	COC(=O)Cn1cnc2c(C#N)c3n(c2c1=O)CCCCC3
i	0.85	CC(=O)c1c(C)[nH]c(C(=O)OCC(=O)Nc2cccc(S(=O)(=O)N(C)C)c2)c1C
i	-1.24	O=c1c2c3c(sc2nc2n1CCCC2)CCCCC3
i	-0.65	CCN(CC)S(=O)(=O)c1ccc(Oc2ccc(S(=O)(=O)N(CC)CC)cc2)cc1
i	0.03	Cc1cc(NC(=S)N(CCCN2CCOCC2)Cc2ccco2)ccc1Cl
i	-0.03	N#C/C(=C1/CCCCCN1)c1nc2ccccc2s1
i	0.84	CC(C)Cc1nc(Nc2ccc(S(=O)(=O)N3CCCC3)cc2)c2nnn(Cc3ccccc3)c2n1
i	-1.37	CSc1ncccc1C(=O)NC1CC(C)(C)Cc2c1cnn2-c1ccccc1C (stereo unspecified)
i	-0.37	O=C(CCCCC(=O)NCCCc1ccccc1)NCCCc1ccccc1
i	0.02	C=CCOc1ccc(Cl)cc1CNC1CCCC1
i	-2.26	CCc1nnc(NC(=O)C2CCN(c3cnccn3)CC2)s1
i	0.66	Cc1ccc(N2C(=O)c3cccc4c([N+](=O)[O-])ccc(c34)C2=O)c2cccnc12
i	1.52	O=C(NCCCN1CCCC1=O)c1sc2ccccc2c1Cl
i	-0.23	Cc1cccc(OCCCCc2c(C)n[nH]c2C)c1
i	0.11	O=C1CC(C2CCCO2)C(=O)N1c1ccc(Cl)c(Cl)c1 (stereo unspecified)
i	0.71	CCOC(=O)CSC1=NC(=O)/C(=C\c2ccc(Cl)cc2)S1
i	-0.4	COC(=O)C(C)Oc1cc(OC(C)C(=O)OC)c2c(-c3ccccc3)cc(=O)oc2c1 (stereo unspecified)
i	-0.88	Cc1ccc2c(c1)c1ncnc(N3CCc4ccccc4C3)c1n2C

Single entries from the list.
Kir21 block result of N#C/C(=C1/CCCCCN1)c1nc2ccccc2s1 stands at -0.03
KCNQ2 block result of O=C(CN1CCCc2ccccc21)NCCc1ccc(Cl)cc1 stands at -10.5*
Kir21 block result of O=C(NCCCN1CCCC1=O)c1sc2ccccc2c1Cl stands at 1.52
Kir21 block result of CCc1nnc(NC(=O)C2CCN(c3cnccn3)CC2)s1 stands at -2.26
Kir21 block result of CC(C)Cc1nc(Nc2ccc(S(=O)(=O)N3CCCC3)cc2)c2nnn(Cc3ccccc3)c2n1 stands at 0.84
Kir21 block result of CSc1ncccc1C(=O)NC1CC(C)(C)Cc2c1cnn2-c1ccccc1C (stereo unspecified) stands at -1.37
Kir21 block result of C=CCOc1ccc(Cl)cc1CNC1CCCC1 stands at 0.02

Following part.
KCNQ2 block	Kir21 block	canonical_smiles
i	-0.26	COc1ccccc1N1CCN(S(=O)(=O)c2ccc3c(c2)n(C)c(=O)n3C)CC1
i	-1	CCOC(=O)C1C(=O)NC(N2CCN(c3ccccc3)CC2)=NC1c1ccccc1 (stereo unspecified)
i	-0.3	O=C(COC(=O)c1cc[n+]([O-])cc1)NCc1ccccc1Cl
i	-0.22	CC(=O)OCC(=O)NCCCOc1cccc(CN2CCCCC2)c1
i	1.85	COc1ccc(/C(N)=N/OC(=O)Cc2cccs2)cc1OC
i	0.53	O=C(NC1CCN(Cc2ccccc2)CC1)C(NS(=O)(=O)c1cccc2nsnc12)c1ccccc1 (stereo unspecified)
i	-0.27	CC(=O)c1sc2c(c1N)c(=O)[nH]c(=O)n2-c1ccccc1
i	2.04	Cc1ccc(S(=O)(=O)N(CC(=O)Nc2ccccc2C(=O)O)c2ccccc2C)cc1
i	1.75	COCCN(C(=S)Nc1cc(C)cc(C)c1)C(C)c1cccnc1 (stereo unspecified)
i	-0.01	O=S(=O)(N/N=C\c1ccc2c(c1)OCO2)c1ccc(F)cc1
i	0.22	O=c1cc(COc2ccc(Cl)c(Cl)c2)nc2sccn12
i	-2.02	CC(=O)C1C(c2ccccc2OC(F)F)NC(=O)NC1(O)C(F)(F)F (stereo unspecified)
i	-0.16	CN(C)CCOCCOc1ccccc1-c1ccccc1
i	-0.04	CCn1c(SCC(=O)NC2CC2)nnc1-c1ccc(C)cc1
i	0.04	C/C(=N\Nc1ccc(Cl)c(Cl)c1)c1ccc(-n2ccnc2)cc1
i	-1.03	O=C(O)C1CC1c1ccc(Br)cc1 (stereo unspecified)
i	-0.7	O=C(CSc1nnc(C2COc3ccccc3O2)o1)NC1CCCCC1 (stereo unspecified)
i	-3.06	OCCCNc1nc(-c2ccc(Cl)cc2)nnc1-c1ccccc1
i	0.26	CC1CCCCC1NC(=O)CSc1nnc(CNC(=O)c2ccccc2)n1C (stereo unspecified)
i	1.35	COc1ccc(CCNC(=O)c2cc(=O)c3cc(C)ccc3o2)cc1OC
i	0.09	CS(=O)(=O)Nc1ccc(N2CCN(c3ccc(C(F)(F)F)cn3)CC2)nc1
i	1.14	CC/C(C)=N/NS(=O)(=O)c1ccc(C)c([N+](=O)[O-])c1
i	-1.08	COc1ccc(C)cc1Nc1n[n+](-c2ccccc2)c(-c2ccc(NC(C)=O)cc2)s1
i	-1.51	CCC(=O)OCC(=O)N=c1sccn1Cc1ccc(C)cc1
i	0.97	CN(C)CC(C)(C)CNC(=S)Nc1cc(S(=O)(=O)N2CCOCC2)ccc1Cl
i	-0.58	Brc1ccc(N/N=C(/N=Nc2nn[nH]n2)c2ccccc2)cc1
i	0.42	CCOC(=O)c1cnc2ccc(Br)cc2c1NCCCN1CCOCC1
i	0	CCn1c(=O)cc(OCC(=O)NCC2CCCO2)c2ccccc21 (stereo unspecified)
i	0.05	O=C1CCC/C(=N/NC(=O)c2ccc(CN3c4cccc5cccc(c45)S3(=O)=O)cc2)C1
-7.09*	-1.15	CC(C)(C)N1CC(c2nc3ccccc3n2Cc2ccc(Cl)cc2)CC1=O (stereo unspecified)
i	0.53	Cc1[nH]nc(N)c1N=Nc1ccc(Br)cc1
i	-0.8	CN(CC(=O)Nc1ccccc1Cl)C(=O)COC(=O)C1CCN(c2ccc(C(F)(F)F)cn2)CC1
i	0.23	COc1ccccc1C1CCN(Cc2c(C)[nH]c3ccccc23)CC1
i	-0.63	O=C(C1CC(=O)N(C2CCCCC2)C1)N1CCc2ccccc21 (stereo unspecified)
i	-0.58	CCOC(=O)CC1C(=O)NCCN1S(=O)(=O)c1ccccc1Cl (stereo unspecified)
i	-1.34	C=CCSc1nc(N(CC)CC)c2sccc2n1
i	0.04	O/N=C/c1ccc(OCc2ccccc2)c(Cl)c1
i	0.01	COc1ccc(NC(=O)COc2ccccc2)cc1Cl
i	-1.02	Cc1ccc(NS(=O)(=O)c2ccc(NS(=O)(=O)c3cccs3)cc2)cc1
i	-0.08	CCN(CC)c1nc2c(c(=O)[nH]c(=O)n2C)n1Cc1ccccc1Cl
i	-1.08	COc1cc(CC2COC(=O)C2(O)Cc2ccc(O)c(OC)c2)ccc1O (stereo unspecified)
i	0.3	COc1cccc(C2CC(c3cccs3)=NN2C(=O)CSc2nc3ccccc3o2)c1OC (stereo unspecified)
i	-0.07	Brc1ccsc1-c1csc(-c2ccncc2)n1
i	-0.55	Cc1ccc2sc(NNC(=O)c3cc(=O)c4ccccc4o3)nc2c1C
i	-0.08	CCn1cc(C(=O)NCC(OC)OC)c(=O)c2cc(S(=O)(=O)N(C)C3CCCCC3)ccc21
i	-0.51	CCCC1C(=O)N(Cc2ccccc2)C(=O)CC1C (stereo unspecified)
i	-1.08	CC(C)Oc1ccccc1NC(=O)CSc1nccn1C
i	0.11	CCCCOc1ccccc1NC(=O)C=C(C)C
i	0.5	Cc1cc(=O)oc2cc(OC(C)C(=O)NCC3CCC(C(=O)O)CC3)c(Cl)cc12 (stereo unspecified)
i	-0.04	CC(C)Sc1nc2c([nH]c3ccccc32)c(=O)n1C

Remaining list, next part.
KCNQ2 block	Kir21 block	canonical_smiles
i	-0.71	Cc1nc(N2CCN(c3ccccn3)CC2)c2c(C)c(C(=O)Nc3c(F)cc(F)cc3Br)sc2n1
i	1.31	COc1ccccc1NC(=O)C1CCN(S(=O)(=O)c2ccc3c(c2)NC(=O)C(C)S3)CC1 (stereo unspecified)
i	0.1	CCOC(=O)NC(=O)c1cn(Nc2ccccc2C(F)(F)F)c(=O)[nH]c1=O
i	-0.05	O=C1CN(C(=O)Cn2ncc(Cl)c(Cl)c2=O)c2ccccc2N1
i	-1.11	O=C(NCc1cc([N+](=O)[O-])ccc1O)c1cccnc1Sc1ccccc1Cl
i	1.15	C=CCNC(=O)c1onc(CSc2ccc(F)cc2)c1C(=O)NCC=C
i	-0.3	N#CCSc1nc(-c2ccccc2)cs1
i	-0.01	COc1ccc(C(=O)CN2C(=O)NC(C)(c3ccc(C)cc3)C2=O)cc1OC (stereo unspecified)
i	-0.45	COc1ccc(CN2CCN(C3CCC3)CC2CCO)c(F)c1 (stereo unspecified)
i	-1.59	CCCOc1ccc(N2C(=O)CC(NNC(=O)c3ccc(COc4ccccc4)o3)C2=O)cc1 (stereo unspecified)
i	0.01	O=C(CCc1nnc(CCCCc2ccccc2)o1)NCCN1CCCCC1=O
i	-1.25	Cc1cc(C)c2nc(SCC(=O)NCCC3=CCCCC3)cc(C)c2c1
i	-2.39	NC(=O)c1ccc(/C=N/O)[n+](Cc2ccccc2)c1
i	0.14	Cc1ccc2c(c1)NC(=O)C(CC(=O)NCCN(CC(C)C)CC(C)C)O2 (stereo unspecified)
-12.6*	-1.01	COc1ccc(C2CC(=O)c3c(O)cc(O)cc3O2)c(CC=C(C)C)c1OC (stereo unspecified)
i	0.17	Cc1ccc([N+](=O)[O-])cc1NC(=O)CN(C(=O)c1ccccc1Cl)C1CCCCC1
i	-0.81	COc1ccc(NC(C)=O)cc1S(=O)(=O)NC(Cc1ccccc1)C(=O)NCc1ccccc1C (stereo unspecified)
i	-0.71	CCOC(=O)c1cc(C#N)c(SCC(=O)c2cc(C#N)c(SC)nc2C)[nH]c1=O
i	0.01	CC1=C(C#N)C2C(/C1=N/O)C2(C)C (stereo unspecified)
i	0.27	COCCn1c(SCC(=O)N2CCCCCC2)nnc1-c1ccco1
i	-1.89	CCc1ccc(NC(=S)Nc2cccc3cnccc23)cc1
i	0.5	CCC(=O)NC(=S)NNC(=O)c1ccc([N+](=O)[O-])cc1
i	-1.32	Cc1ccc(C2CC(C(F)F)n3ncc(C(=O)Nc4cnn(Cc5ccccc5C)c4)c3N2)cc1 (stereo unspecified)
i	-0.59	O=[N+]([O-])c1ccccc1N/N=C/c1cccc(O)c1O
i	-0.81	Cc1ccc(NC(=O)CSc2nnc(CCC(=O)O)c(=O)[nH]2)cc1

Whole records, looked up by structure:
`COc1cc(CC2COC(=O)C2(O)Cc2ccc(O)c(OC)c2)ccc1O` (stereo unspecified) across the screens: KCNQ2 block = i; Kir21 block = -1.08
`Cc1cccc(OCCCCc2c(C)n[nH]c2C)c1` across the screens: KCNQ2 block = i; Kir21 block = -0.23

Arranged by length of the SMILES (smallest number first): part of the list above.
KCNQ2 block	Kir21 block	canonical_smiles
i	-2.39	NC(=O)c1ccc(/C=N/O)[n+](Cc2ccccc2)c1
i	0.5	CCC(=O)NC(=S)NNC(=O)c1ccc([N+](=O)[O-])cc1
i	-1.59	CCCOc1ccc(N2C(=O)CC(NNC(=O)c3ccc(COc4ccccc4)o3)C2=O)cc1 (stereo unspecified)

Some of the entries above, set out differently:
Value order – KCNQ2 block | Kir21 block
O=C1CN(C(=O)Cn2ncc(Cl)c(Cl)c2=O)c2ccccc2N1
→ i | -0.05
COc1ccc(C2CC(=O)c3c(O)cc(O)cc3O2)c(CC=C(C)C)c1OC (stereo unspecified)
→ -12.6* | -1.01

(continued)
KCNQ2 block	Kir21 block	canonical_smiles
i	-0.34	COc1ccc(C(=O)/C=C/C(=O)N(Cc2ccccc2OC)C(C(=O)NC2CCCCC2)c2ccncc2)c(O)c1 (stereo unspecified)
i	-0.54	Cc1noc(C)c1CSCC(=O)Nc1ccc(OC(F)F)c(Cl)c1
i	-1.2	CCN(Cc1ccccc1)Cc1cccc([N+](=O)[O-])c1
i	0.3	O=C(NCCN1CCOCC1)c1ccc(Cl)c(S(=O)(=O)N2CCCCCC2)c1
i	-0.56	Cc1ccc(-c2csc(NC(=O)c3ccco3)n2)cc1C
i	0.28	O=C(NC(=S)Nc1ccc(Br)cc1)C1CCCCC1
i	-1.7	CC1CCN(S(=O)(=O)c2ccc(Cl)cc2Br)CC1
i	2.09	CC(=O)Nc1ccc(NC(=O)C2CC(=O)N=C(N)S2)cc1 (stereo unspecified)
i	2.03	Cc1ccc(OCCC(=O)OCC(=O)Nc2ccc(N3CCOCC3)cc2)cc1
i	-0.16	Cc1nnc(SCC(=O)NC2CCCC2)n1CCc1ccccc1
i	1.31	Cc1ccc(C(=O)NCCCNC(=O)c2ccco2)cc1
i	-0.88	CCCn1c(N)c(N(CCOC)C(=O)c2cccc(F)c2)c(=O)[nH]c1=O
i	-1.8	C/C(N)=C(/C#N)C(=O)CSc1nc(C2CCCCC2)n(-c2ccccc2)n1
i	-0.91	Cc1cc(=O)oc2cc(OCC(=O)Nc3ccccc3C(=O)O)ccc12
